# AddAB inh: growth inhibition of E. coli expressing H. pylori AddAB, primary screen, AddAB inhibitor project, absorbance. inhibition, % at 11.9 µM. 330,000 tested, 0.29% active. AID 435030, 2010; in the data active = inhibition above about 12%;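 also: 0% = vehicle wells of infected cells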
# PKA-R2B activ: activators of PKA-R2B holoenzyme, primary screen, biochemical, fluorescence polarization, Cy5-IP20, human; cAMP-dependent protein kinase catalytic subunit beta (Homo sapiens) + cAMP-dependent …; PKA-R2B holoenzyme dissociation; R2B truncated from residue 108, S112A mutant; 0% DMSO only, 100% 113 µM cGMP; activation, % at 11.4 µM; 340,000 tested, 0.079% active; AID 504700, 2011;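 active = activation above a cutoff set at the mean over all compounds plus 3 SD, cut at about 18% in these data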;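 also: higher means more holoenzyme dissociation and a rise in polarization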
# Target sequence (P31323 whole entry, looked up, other chains not shown, the tested form may be a part): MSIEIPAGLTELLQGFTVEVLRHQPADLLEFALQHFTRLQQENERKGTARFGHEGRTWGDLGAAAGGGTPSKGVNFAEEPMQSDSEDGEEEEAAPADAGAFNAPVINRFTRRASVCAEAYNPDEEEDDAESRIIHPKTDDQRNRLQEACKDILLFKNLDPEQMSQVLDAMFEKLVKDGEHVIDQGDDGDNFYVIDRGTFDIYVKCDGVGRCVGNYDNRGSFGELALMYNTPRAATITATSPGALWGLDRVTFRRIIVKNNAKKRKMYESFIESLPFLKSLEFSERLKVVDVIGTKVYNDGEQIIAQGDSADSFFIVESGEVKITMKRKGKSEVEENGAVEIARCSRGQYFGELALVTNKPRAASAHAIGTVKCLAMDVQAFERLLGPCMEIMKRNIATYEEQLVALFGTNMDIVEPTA
# OPRM1-OPRD1 ag: agonists of OPRM1-OPRD1 heterodimerization, primary screen, cell-based, luminescence. Mu-type opioid receptor (Homo sapiens) + Delta-type opioid receptor (Homo sapiens), …. cells. activation, % at 9.3 µM. 340,000 tested, 0.3% active. AID 504326, 2011; in the data active = activation above about 18%;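 also: 0% = vehicle-treated cells and 100% = reference agonist; values of inactives mirror those of a sister screen read the other way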
# HTR5A inv ctr: HTR5A inverse agonists in luminescence cell assay, primary screen, counter-screen for OPRM1-OPRD1 heterodimer inverse agonist project, full-deck HTS; HTR5A cell line, inverse agonism; inhibition, % at 9.3 µM; 340,000 tested, 0.083% active; AID 504634, 2011; in the data active = inhibition mostly above about 23%, no sharp cut-off; inactive = mostly below about 18%;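 also: 0% = cells with DMSO and 100% = no-cell wells with DMSO; some compounds called inactive have numbers as strong as hits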
# Target sequence (P47898 whole entry, looked up): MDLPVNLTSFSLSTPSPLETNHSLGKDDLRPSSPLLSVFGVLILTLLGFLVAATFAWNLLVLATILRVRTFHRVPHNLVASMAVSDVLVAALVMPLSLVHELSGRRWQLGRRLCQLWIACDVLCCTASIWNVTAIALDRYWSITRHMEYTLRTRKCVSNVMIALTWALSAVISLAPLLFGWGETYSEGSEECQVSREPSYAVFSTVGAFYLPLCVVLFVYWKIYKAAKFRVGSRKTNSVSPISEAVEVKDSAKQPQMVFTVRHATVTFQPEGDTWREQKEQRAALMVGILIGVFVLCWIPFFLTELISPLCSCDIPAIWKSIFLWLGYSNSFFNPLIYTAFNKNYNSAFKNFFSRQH
# PKA-R1A act: activators of PKA-R1A holoenzyme, primary screen, biochemical, fluorescence polarization, Cy5-IP20, bovine R1A, mouse PKAc | cAMP-dependent protein kinase type I-alpha regulatory subunit (Bos taurus) + … | PKA-R1A dissociation; scaled: DMSO 0%, 113 µM cGMP 100% | activation, % at 11.4 µM | 340,000 tested, 0.083% active | AID 504707, 2011;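 active = percent activation above the mean of all tested compounds plus 3 SD, cut at about 19% in these data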;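 also: higher means more PKAc released from R1A so a rise in polarization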
# phage Ecoli inh: growth loss of phage-infected E. coli, primary screen, RecBCD inhibitor project, absorbance, with phage, HTS; 360,000 tested, 0.26% active; inhibition, % at 11.9 µM; in the data active = inhibition above about 11%
# E coli growth: E. coli V3065 growth inhibition, primary screen, counter-screen for AddAB inhibitor project, absorbance, OD600 | 330,000 tested, 0.27% active | 18 h | inhibition, % at 11.9 µM;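 active = inhibition above the campaign's mean inhibition across all tested compounds plus 3 SD, cut at about 9.9% in these data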;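 also: uninfected addAB+ strain grown without phage in ampicillin broth; 0% = DMSO wells and 100% = ciprofloxacin 0.95 µg/ml wells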
# MOR-DOR inv ag: inverse agonists of MOR-DOR heterodimerization, primary screen, cell-based, luminescence; Mu-type opioid receptor (Homo sapiens) + Delta-type opioid receptor (Homo sapiens), …; cell-based MOR-DOR heterodimer luminescence, inverse agonism; inhibition, % at 9.3 µM; 340,000 tested, 0.21% active; in the data active = inhibition above about 22%, passing the limit was not always enough;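 also: 0% = cells with DMSO and 100% = wells without cells with DMSO; values of inactives mirror those of a sister screen read the other way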
# SUMO Mot1 rescue: yeast Mot1-301 growth rescue at high temperature, primary screen, SUMOylation pathway inhibitor project, S. cerevisiae, ATP luminescence, 38.5C. 320,000 tested, 1% active. S. cerevisiae Mot1-301 growth rescue; percent above DMSO median, 100 means doubled. growth rescue, % at 18.8 µM;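 active = every valid replicate shows activation above 250% relative to neutral control wells; inactive = the rest, any valid replicate at or below 250%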;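 also: OY570 slx delta 5 strain wells were the positive control but not used for scaling; some compounds called inactive have numbers as strong as hits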
# Tat export inh: E. coli Tat export inhibitors, primary screen, MC4100, TorA-mCherry reporter, fluorescence, single point; 340,000 tested, 0.036% active; inhibition, % at 10 µM; AID 488895, 2010;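 active = mean replicate inhibition at least 50% and at least half of replicates individually reaching 50%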;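 also: exported cargo escapes ClpAP degradation while cytoplasmic cargo is degraded and loses fluorescence; 0% = median of neutral control wells and 100% = median of NaSCN control wells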
# PfHsp90 set2: growth inhibition of PfHsp90-expressing yeast, primary screen, antimalarial PfHsp90 inhibitor project, S. cerevisiae, BacTiter-Glo luminescence, single point, set 2. AID 504621, 2011. 310,000 tested, 0.32% active. BacTiter-Glo ATP, 48 h; yeast lacking PDR1 and PDR3 efflux regulators. inhibition, % at 9.4 µM;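 active = every replicate shows inhibition above about 80%, whatever the replicate mean, limit read from the data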;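 also: 0% = DMSO neutral controls and 100% = 20 µM radicicol positive controls; yeast relying on Plasmodium falciparum Hsp90 in place of its own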
# * = called active by the depositor; · = no result given.
SMILES,AddAB inh,PKA-R2B activ,OPRM1-OPRD1 ag,HTR5A inv ctr,PKA-R1A act,phage Ecoli inh,E coli growth,MOR-DOR inv ag,SUMO Mot1 rescue,Tat export inh,PfHsp90 set2
O=C(NCc1ccc2c(c1)OCO2)C1CC(=O)N(C2CCCCCC2)C1 (centres undefined),-0.3,-5,0.0,10,7,0.8,-1.1,0,-7,3,·
CCOC(=O)N1CCC(N2CCCC(CO)(Cc3cccc(Cl)c3)C2)CC1 (centres undefined),-1.1,-4,2.8,-3,-2,1.5,-1.0,-14,137,-3,-6
Cc1noc(C)c1COc1ccccc1C(=O)N(C)CC(=O)Nc1ccc(F)cc1,0.7,-9,-0.8,-20,1,5.7,1.6,5,-8,-6,6
CCCC(=O)Nc1sc(C)c(C)c1C#N,-1.4,-3,-2.3,-3,-2,1.1,-1.6,11,128,-2,·
O=[N+]([O-])c1cc(S(=O)(=O)N2CCCC2)ccc1O,0.7,8,-2.6,-3,-4,-1.1,0.1,13,3,-2,30
COc1ccc2c(Cl)c(-c3nnc4n3CCCCC4)sc2c1,1.9,-1,81*,-11,-14,0.8,-0.8,-455,·,12,7
C=CCOc1ccc(/C=N/NC(=O)c2cc3c(OC)cc(OC)cc3[nH]2)cc1,-1.1,9,11,-1,2,1.3,-1.0,-52,42,-1,4
O=C1C(=Cc2cccn2-c2ccccc2)C(=O)c2ccccc21,1.8,-7,0.8,-16,1,3.7,-0.7,-4,-9,4,26
Cc1ccc(S(=O)(=O)N2CCOCC2)cc1NC(=O)COc1ncnc2ccccc12,3.7,-6,-0.7,-11,-5,1.6,-1.7,4,0,-9,5
Cc1ccc(S(=O)(=O)n2nc(C)c(S(=O)(=O)N3CCCCC3)c2C)cc1,3.5,5,-2.5,8,-8,2.8,-1.9,13,0,-2,0
CCCCc1c(C)nc2ccc(C(=O)OCC)cc2c1Cl,3.4,-1,1.8,-7,-12,3.3,-1.6,-9,-7,-2,43
Cc1cc(C(=O)OCC(=O)Nc2cc(C)on2)c2ccccc2n1,-1.6,-3,-2.1,-18,-12,1.9,-2.8,9,-12,-3,-15
OCCCNc1c2c(nc3cc(-c4ccc(Cl)cc4)nn13)CCC2,0.8,-9,-0.9,20,-8,2.2,-1.4,5,209,-11,-3
CC1CC(C)CN(c2ncnc3c2cnn3Cc2ccc(Cl)cc2)C1 (centres undefined),-1.9,-4,-0.3,-6,-3,0.4,1.2,2,173,12,16
Cc1noc(NS(=O)(=O)c2ccc(NC(=O)CSc3ncccn3)cc2)c1C,2.2,-4,-3.0,-3,4,3.5,1.8,15,-18,2,-28
Cc1cccc(NS(=O)(=O)c2ccc(C)c(C(=O)N(C)C)c2)c1,2.6,4,-0.9,11,-3,-0.1,-1.9,4,-6,-8,0
CCCCc1ccc(NC(=S)NN2CCOCC2)cc1,2.4,-1,-0.7,12,-7,2.0,1.4,4,-1,-1,38
O=C(NCCN1CCN(C(=O)c2cc3ccccc3oc2=O)CC1)c1cc2ccccc2oc1=O,0.9,-8,-0.7,-2,-7,2.6,2.1,4,-2,-4,3
CC(=O)N(c1ccccc1)c1nc2ccccc2s1,·,-12,-2.1,-1,6,0.8,·,11,·,-2,-13
CCC1CCCCN1CCCNC(=O)c1cn(CC)c2ccc(S(=O)(=O)N(C)C3CCCCC3)cc2c1=O (centres undefined),-0.8,-9,-3.2,-4,-14,-0.8,-1.9,17,3,-2,1
CCOC(=O)N1CCc2c(sc3c2c(=O)n(Cc2ccccc2)c(=O)n3CC(=O)NCC2CCCO2)C1 (centres undefined),3.1,-5,-2.6,21,-15,0.6,-3.8,13,-8,-4,10
O=C(/C=C/c1ccco1)NCc1ccc(F)cc1,3.6,-10,-0.1,6,-1,2.7,0.6,1,15,-5,-4
O=C(O)C1Cc2[nH]cnc2C(c2ccc(F)cc2)N1 (centres undefined),-1.1,-1,-0.7,-4,5,3.8,-0.6,5,-5,3,17
CC(=O)NNc1nc2ccccc2s1,0.3,-7,3.2,-15,-7,1.1,-0.1,-20,0,5,-10
COc1ccc(N=Cc2c(OC)ccc3ccccc23)cc1,-0.8,-2,0.9,-3,1,1.8,-1.7,-4,2,10,-9

# Quoted at random: two entries already listed
SMILES,AddAB inh,PKA-R2B activ,OPRM1-OPRD1 ag,HTR5A inv ctr,PKA-R1A act,phage Ecoli inh,E coli growth,MOR-DOR inv ag,SUMO Mot1 rescue,Tat export inh,PfHsp90 set2
Cc1noc(NS(=O)(=O)c2ccc(NC(=O)CSc3ncccn3)cc2)c1C,2.2,-4,-3.0,-3,4,3.5,1.8,15,-18,2,-28
Cc1cccc(NS(=O)(=O)c2ccc(C)c(C(=O)N(C)C)c2)c1,2.6,4,-0.9,11,-3,-0.1,-1.9,4,-6,-8,0

# Next results:
SMILES,AddAB inh,PKA-R2B activ,OPRM1-OPRD1 ag,HTR5A inv ctr,PKA-R1A act,phage Ecoli inh,E coli growth,MOR-DOR inv ag,SUMO Mot1 rescue,Tat export inh,PfHsp90 set2
NS(=O)(=O)c1cccc(NC(=O)c2cc(=O)c3ccccc3o2)c1,4.8,-6,-0.6,7,1,0.9,2.3,4,7,-4,-37
Cc1csc(NC(=O)CCC(=O)c2cccs2)n1,4.4,1,-1.2,-6,-6,2.7,-0.3,7,-14,4,-9
COc1ccc2[nH]c(CN3CCC(CO)(CCOc4ccccc4)CC3)c(C)c2c1,2.6,8,5.7,-27,1,7.8,-2.6,-27,-3,5,-28
CCc1cc(C)cc(OCCNC(=O)c2cncc(Br)c2)c1,1.4,1,1.4,-6,-2,4.2,1.7,-8,8,-2,14
COc1ccc(C2(CNS(=O)(=O)c3ccccc3)CCOCC2)cc1,-1.3,3,-1.1,10,2,4.1,-2.2,6,168,-1,29
CCOc1ccc(C(=O)Cc2ccc3oc(C(=O)O)cc3c2)c(O)c1,0.2,-15,-0.4,9,-7,0.2,-1.0,2,-4,-1,10
CCCCc1c(O)nc(SCC(=O)Nc2cccc3ccccc23)n(-c2ccccc2OC)c1=O,2.7,0,-1.8,10,4,0.1,0.2,9,-1,0,-2
Cc1cc(O)ccc1NS(=O)(=O)c1ccc2c3c(cccc13)C(=O)N2,0.8,-8,0.3,-5,1,-1.1,0.8,-2,-5,-1,10
O=C(/C=C/c1ccc(Br)cc1)NCc1cccs1,2.9,1,-0.3,-18,-1,5.3,1.6,2,139,-15,6
CN1CCN(C(=O)c2sc(=S)n(-c3ccccc3)c2N)CC1,2.1,2,-2.6,-6,-10,1.4,1.2,13,515,-10,-9
CCOC(=O)C1CCN(C(=S)Nc2ccccc2)CC1,5.4,-11,-0.9,-26,5,3.8,-1.3,6,-15,4,6
O=C(O)c1ccccc1C=NNc1ccc([N+](=O)[O-])cn1,·,0,-3.6,7,9,3.6,·,18,·,0,-4
Cc1oc(C(C)(C)C)cc1C(N)=O,-0.2,7,-0.2,-30,-6,3.9,-2.0,1,-17,-5,17
CSc1nc2ccc(NC(=O)c3ccc(=O)n(C)n3)cc2s1,2.1,2,-0.4,5,-1,2.2,0.3,2,-2,-5,-9
CC1(c2ccc(Cl)cc2)NC(=O)N(CC(=O)Nc2cccnc2Cl)C1=O (centres undefined),-2.9,-5,-2.1,-13,12,3.2,2.1,11,-1,1,2
COc1ccc(-n2cc(CNCCCn3ccnc3)c(-c3ccccc3Cl)n2)cc1,-0.4,8,0.8,-5,-6,4.8,2.3,-4,-6,8,-17
C=CCNC(=O)CN1CCC(NC(=O)c2ccco2)CC1,0.8,-9,1.1,10,-12,2.2,0.7,-8,270,4,9
O=C1c2ccccc2C(=O)N1CCc1nc(-c2cccnc2)no1,-9.0,-5,-2.2,-32,6,0.9,-0.6,13,-13,4,23
CCc1nnc(NC(=O)c2ccc(OCc3c(C)noc3C)c(OC)c2)s1,3.2,4,0.1,-21,-4,3.2,0.2,0,10,2,14
Cc1cc(Br)ccc1OCCNCc1ccccc1,6.5,0,4.7,-14,-3,4.9,2.2,-22,-9,-1,8
Nc1ccc(Oc2c(Cl)cccc2Cl)nc1,-0.6,-11,2.1,-14,-7,3.1,-1.7,-11,29,6,6
C[C@@H](NC(=O)Cn1ccc(NC(=O)OCc2ccccc2)nc1=O)c1cccc2ccccc12,4.0,-9,1.5,-2,-3,2.2,-0.5,-8,2,17,1
COc1ccc(-n2ccnc(SCC(=O)NCc3ccccc3Cl)c2=O)cc1,5.0,-6,-1.8,10,-7,1.9,-0.2,9,7,0,16
COc1ccc2c(c1)OC[C@H]1[C@H]2N2C(=O)c3ccc(F)cc3NC(=O)[C@@]2(C)[C@H]1c1ccccc1,·,-4,0.6,7,-1,1.4,·,-3,·,-3,·
S=C(Nc1ccccc1)N1CCc2ccccc21,1.7,-11,-2.1,-14,-1,-0.2,-0.9,11,112,-2,-25
COc1ccc2[nH]c(=O)c(C(=O)O)cc2c1,-0.3,5,2.1,-4,-1,1.9,-1.7,-10,-9,-5,-8
CCOc1cc(S(=O)(=O)n2ccnc2)ccc1Cl,1.6,4,-3.5,-6,-5,4.4,-1.1,18,8,3,-9
Cc1c(C(=O)Cc2ccccc2)n(C)c2ccccc12,-0.7,4,1.2,-8,-2,0.1,-0.3,-7,10,12,-25
CC(=O)c1ccc(N(C)C)cc1,0.2,-1,-2.1,-26,3,2.4,0.7,12,·,-4,4

# Some values from the entries so far.
# In Tat export inh, CC(=O)c1ccc(N(C)C)cc1 is listed with -4
# In Tat export inh, O=C(NCCN1CCN(C(=O)c2cc3ccccc3oc2=O)CC1)c1cc2ccccc2oc1=O is listed with -4
# In MOR-DOR inv ag, S=C(Nc1ccccc1)N1CCc2ccccc21 is listed with 11
# In HTR5A inv ctr, C=CCNC(=O)CN1CCC(NC(=O)c2ccco2)CC1 is listed with 10
# In PKA-R2B activ, O=C1c2ccccc2C(=O)N1CCc1nc(-c2cccnc2)no1 is listed with -5
# In PKA-R1A act, Cc1noc(C)c1COc1ccccc1C(=O)N(C)CC(=O)Nc1ccc(F)cc1 is listed with 1
# In HTR5A inv ctr, C[C@@H](NC(=O)Cn1ccc(NC(=O)OCc2ccccc2)nc1=O)c1cccc2ccccc12 is listed with -2

# Compound activity (PubChem BioAssay)

# Compounds as they come; any-hit rate near 2.2%.
